# From PubChem BioAssay
# hERG protect = compounds protecting human hERG from proarrhythmic drug block; Q12809; CHO-hERG, FluxOR thallium flux, dofetilide IC70 present; 310,000 compounds, 0.51% hits; activation (rescue from dofetilide block), less the hit threshold, % at 10 µM; AID 1511;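 active means activation above the mean of controls blocked by dofetilide plus 5 SD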;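 further: thallium influx through hERG after potassium depolarization seen as dye fluorescence rise; in these data hits start at about 4.7%; inactives centre near -7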
# KCNQ1 act = potentiators or activators of human KCNQ1 potassium channel. P51787. B-score at 10 µM. AID 2648. CHO-K1 KCNQ1, thallium flux FluxOR fluorescence; active compounds read high. 310,000 compounds, 0.35% hits;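 active means fluorescence ratio B-score, a plate-corrected score, at least three library SD, with initial intensity B-score within 5 SD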
#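 assay system = CHO-K1 cells stably expressing KCNQ1 | medium = assay buffer, equal DMSO in all wells | timing = 37 °C overnight plating, 90-min dark dye load, 20-min compound pretreatment | measured by = kinetic FluxOR thallium fluorescence, 10-s 1-Hz baseline, 110-s post-stimulus read | measure = fluorescence change relative to baseline, converted to B score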
# KCNK3 inh = human KCNK3 channel inhibition, primary screen. O14649. CHO-KCNK3 thallium flux, FluxOR fluorescence; active compounds read low. B-score at 10 µM. 340,000 compounds, 0.84% hits. AID 602410;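 active means B-score under library mean minus 4 SD, starting fluorescence ratio at most library mean plus 5 SD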;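 further: more negative B-score means stronger inhibition of thallium flux through KCNK3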
# KCNQ1 inh = blocks the human KCNQ1 potassium channel; CHO-K1 KCNQ1, FluxOR thallium flux fluorescence; active compounds read high; P51787; B-score at 10 µM; 310,000 compounds, 1.3% hits; AID 2642;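 active means compounds whose thallium flux B-score, printed positive for inhibition, exceeds three library SD while starting fluorescence stays within three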;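 further: channel opened by potassium depolarization with thallium stimulus after 20 min compound exposure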
# ANO1 block = inhibitors of mouse TMEM16A calcium-activated chloride channel. Q8BHY3. HEK293 TMEM16A/YFP iodide influx fluorescence, ionomycin. normalized B-score (activity score, 25-100; higher = stronger inhibition) at 10 µM. 310,000 compounds, 1.2% hits;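 active means ratio plate-corrected score three or more library SD toward inhibition, starting fluorescence score within five deviations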;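 further: score derived from kinetic fluorescence span divided by baseline fluorescence per well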
# Target sequence (Q8BHY3 whole entry, looked up): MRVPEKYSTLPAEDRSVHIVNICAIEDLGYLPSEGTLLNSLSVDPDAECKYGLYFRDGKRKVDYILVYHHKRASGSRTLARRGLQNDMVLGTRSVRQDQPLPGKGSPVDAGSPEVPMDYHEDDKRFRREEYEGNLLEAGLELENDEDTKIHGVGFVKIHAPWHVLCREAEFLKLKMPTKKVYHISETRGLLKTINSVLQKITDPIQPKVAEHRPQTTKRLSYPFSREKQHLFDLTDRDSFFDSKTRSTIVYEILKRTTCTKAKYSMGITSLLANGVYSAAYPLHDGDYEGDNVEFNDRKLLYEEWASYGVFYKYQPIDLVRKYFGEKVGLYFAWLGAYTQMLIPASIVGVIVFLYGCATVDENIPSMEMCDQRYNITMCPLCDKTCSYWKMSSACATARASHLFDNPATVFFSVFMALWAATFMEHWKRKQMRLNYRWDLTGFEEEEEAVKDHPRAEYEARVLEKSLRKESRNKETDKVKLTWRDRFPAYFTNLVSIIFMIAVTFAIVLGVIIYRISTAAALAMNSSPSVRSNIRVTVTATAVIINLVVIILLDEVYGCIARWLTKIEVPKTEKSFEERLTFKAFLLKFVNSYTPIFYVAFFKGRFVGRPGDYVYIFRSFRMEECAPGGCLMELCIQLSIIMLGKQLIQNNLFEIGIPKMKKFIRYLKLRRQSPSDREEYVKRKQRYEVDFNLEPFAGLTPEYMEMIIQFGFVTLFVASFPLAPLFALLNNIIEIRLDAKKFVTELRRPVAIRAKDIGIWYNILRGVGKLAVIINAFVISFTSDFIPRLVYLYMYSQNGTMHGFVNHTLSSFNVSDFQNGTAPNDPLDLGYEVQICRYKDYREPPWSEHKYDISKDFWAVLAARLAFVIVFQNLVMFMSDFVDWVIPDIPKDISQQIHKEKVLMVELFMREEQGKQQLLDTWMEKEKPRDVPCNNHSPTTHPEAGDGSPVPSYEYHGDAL
# MrgX1 PAM = human MrgX1 positive allosteric modulation, primary screen | MrgX1-HEK293, Fluo-4 calcium flux, FDSS; active compounds read high | B-score at 10 µM | Q96LB2 | 310,000 compounds, 0.63% hits;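 active means plate-corrected calcium response at least 3 library SD above typical, normal starting fluorescence, not activating the receptor alone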;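 further: compound read alongside a low EC10 to EC30 dose of BAM8-22 agonist; peak minus trough fluorescence over baseline measured at the second addition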
# KCNK9 inh = inhibitors of human KCNK9 two-pore domain potassium channel | HEK293 KCNK9, FluxOR thallium flux fluorescence; active compounds read low | B-score at 10 µM | 310,000 compounds, 1.2% hits | AID 488922;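 active means ratio B-score over 3 SD below the library mean, with starting fluorescence within 5 SD of its mean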;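 further: negative B-score means less thallium flux so channel inhibition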
# RGS4 block = inhibitors of human RGS4. P49798. HEK293 M3R/RGS4 inducible, Fluo-4 calcium flux; active compounds read high; triggered by carbachol at its EC20. B-score at 10 µM. 310,000 compounds, 0.45% hits;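 active means B-score, a plate-corrected calcium signal, over three deviations above library mean, with baseline fluorescence within five deviations of library mean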;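 further: RGS4 expression induced by doxycycline in cells with stable M3 receptor; B-score is computed from the integrated fluorescence ratio over baseline after carbachol; higher B-score means a larger calcium signal and so more RGS4 inhibition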
# MrgX1 ag = activates human MrgX1 receptor signaling. Q96LB2. MrgX1-HEK293 cells, Fluo-4 calcium fluorescence, agonist mode; active compounds read high. B-score at 10 µM. 310,000 compounds, 0.44% hits. AID 588627;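 active means calcium response B-score plate-corrected fluorescence ratio at least 3 library SD, with starting fluorescence B-score inside 5 SD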
#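 System: HEK293 cells stably expressing human MrgX1 receptor; Dosing: test compound in the initial addition of three; Schedule: overnight plating, then 30 min 37 °C plus 30 min room-temperature dye loading; Detection: kinetic calcium dye fluorescence, Fluo-4 NW; Controls: per-plate positive and negative controls for Z′ factor.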
# TMEM16A act = activators or potentiators of mouse TMEM16A chloride channel; 340,000 compounds, 0.3% hits; B-score at 10 µM; HEK293 TMEM16A/YFP-H148Q/I152L, iodide quench fluorescence; active compounds read low;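 active means fluorescence-ratio B-score plate-corrected deviation score at least 3 library SD below zero, with starting fluorescence score within 5 deviations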;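 further: channel opened by trigger with iodide after compound preincubation; score built on the fluorescence ratio of max minus min over baseline; more negative score means more quench and so TMEM16A activation or potentiation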
# RGS4 act = RGS4 potentiation or activation; HEK293 M3R/inducible RGS4, carbachol calcium flux Fluo4; active compounds read low; 310,000 compounds, 0.92% hits; B-score at 10 µM;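 active means B-score of the integrated calcium signal more than 4 SD below the library mean, with starting fluorescence not abnormally high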;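 further: negative B-score means reduced calcium response which marks RGS4 activation or potentiation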
#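 Assay system: Inducible-RGS4 HEK293 cells carrying M3 receptor | Schedule: Compound preincubation 20 min at room temperature before agonist | Signal: Kinetic calcium fluorescence imaging with Fluo4-AM dye, 2 µM | Read-out basis: B score from integrated fluorescence ratio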
# Starred values were filed as active, the others as inactive; i = inactive; / = no result given.
SMILES,hERG protect,KCNQ1 act,KCNK3 inh,KCNQ1 inh,ANO1 block,MrgX1 PAM,KCNK9 inh,RGS4 block,MrgX1 ag,TMEM16A act,RGS4 act
Cc1nnc(NC(=O)CCNC(=O)c2ccccc2Cl)s1,-11.1,i,i,i,i,i,i,i,i,i,i
COc1ccc(-n2c(=O)c3ccccc3n(CC(=O)NC3CCCCC3)c2=O)cc1OC,-10.5,i,i,i,i,i,i,i,i,i,i
COc1ccccc1CNC(=O)C1CCC(=O)N(CCCc2ccccc2)C1 (stereo not drawn),-6.2,i,i,i,i,i,i,i,i,i,i
Cc1cc(C)cc(NC(=S)N(CCCN2CCN(C)CC2)Cc2cccs2)c1,-3.6,i,i,i,i,i,i,i,i,i,i
CCOC(=O)c1cnn(C(=O)c2ccccc2)c1N,-7.0,i,i,i,/,/,i,i,/,i,i
CC(=O)c1cc(C#N)c(SCc2ccccn2)nc1C,-5.1,i,i,i,i,i,i,i,i,i,i
Cc1ccc(OCC(=O)NCCNC(=O)c2cnccn2)cc1C,-9.3,i,i,i,/,/,i,i,/,i,i
Cc1ccsc1C(=O)N1CCCC(CO)(Cc2ccccc2F)C1 (stereo not drawn),-13.6,i,i,i,i,i,i,i,i,i,i
CCOC(=O)CNC(=O)C(Cc1ccccc1)NC(=O)OCc1ccccc1 (stereo not drawn),-9.8,i,i,i,i,i,i,i,i,i,i
O=C(Oc1ccc(OC(=O)N2CCOCC2)cc1)c1ccccc1,-7.2,i,i,i,i,i,i,i,i,i,i
COc1cc2ccccc2cc1C(=O)Nc1nccs1,-13.3,i,-9.61*,i,i,i,i,i,i,i,i
CC1=C(C(=O)OCc2ccccc2)C(c2ccoc2)C(C#N)=C(N)O1 (stereo not drawn),-13.0,i,i,i,i,i,i,i,i,/,i
CCC1(CC)Cc2ccccc2-c2nc3ccccc3c(=O)n21,-5.1,i,i,i,i,i,i,i,i,i,i
Cc1cc(C)nc(SCc2nnc(SCC(=O)N3CCOCC3)o2)n1,0.0,i,i,i,i,i,i,i,i,i,i
O=C(NC(=S)N1CCN(C(c2ccccc2)c2ccccc2)CC1)c1ccc(S(=O)(=O)N2CCOCC2)cc1,-7.3,i,i,i,i,i,i,i,i,i,i
Cc1cccnc1N(C(=O)Nc1ccccc1)C1=NCC(C)(C)S1,-5.5,i,i,i,i,i,i,i,i,i,i
COc1cc(C(=O)NCC2(N3CCCCC3)CCCCC2)ccc1OCC(=O)N1CCOCC1,-6.5,i,i,i,i,i,i,i,i,i,i
COc1cc(-c2[nH]ncc2CN(C)Cc2nonc2C)cc(OC)c1OC,-13.6,i,i,i,i,i,i,i,i,i,i
Cc1ccc(C(=O)Oc2ccc3ccc(=O)oc3c2)cc1,-4.2,i,i,i,i,i,i,i,i,i,i
COc1cc(/C=N/n2c(COc3ccccc3)n[nH]c2=S)cc(Br)c1O,-8.6,i,i,i,i,i,i,i,i,/,i
CC(NS(=O)(=O)c1ccc(Cl)cc1)C(=O)N1CCOCC1 (stereo not drawn),-9.4,i,i,i,i,i,i,i,i,i,i
COc1ccc(NC(=O)Cc2c(Sc3ccccc3)c3ccccc3n2C)cc1,-7.4,i,i,i,i,i,i,i,i,i,i
O=C(CCc1[nH]c2ccccc2c1Sc1ccccc1)N(CCO)CCO,-1.1,i,i,i,i,i,i,i,i,i,i
CCOC(=O)NCc1ccc(S(=O)(=O)Nc2c(C)cccc2C)cc1,-11.3,i,i,i,i,i,i,i,i,i,i
CCOC(=O)c1c(NC(=O)COC(=O)CCS(=O)(=O)c2ccc(C)cc2)sc(C)c1C,-3.1,i,i,i,i,i,i,i,i,i,i

# The list continues:
SMILES,hERG protect,KCNQ1 act,KCNK3 inh,KCNQ1 inh,ANO1 block,MrgX1 PAM,KCNK9 inh,RGS4 block,MrgX1 ag,TMEM16A act,RGS4 act
CN(C(=O)COC(=O)CCc1c[nH]c2ccccc12)c1ccccc1,-10.6,i,i,i,i,i,i,i,i,i,i
COc1ccccc1NC(=O)N(Cc1ccco1)Cc1cc2ccc(C)c(C)c2[nH]c1=O,-12.3,i,i,i,i,i,i,i,i,i,i
CN1CCN(C(=O)C2CCCN(S(=O)(=O)c3ccccc3)C2)CC1 (stereo not drawn),-0.9,i,i,i,i,i,i,i,i,i,i
CC(C)CCNC(=O)c1cc([N+](=O)[O-])ccc1N1CCOCC1,-6.1,i,i,i,i,i,i,i,i,i,i
CCn1c(CNc2ccc(F)cc2)nnc1SCC(=O)Nc1ccccc1OC,-10.6,i,i,i,i,i,i,i,i,i,i
O=C(NCc1ccccc1F)C1CCCN1C(=O)Nc1ccc(F)cc1 (stereo not drawn),-5.7,i,i,i,i,i,i,i,i,i,i
O=C(c1ccc(CS(=O)(=O)c2cccc(C(F)(F)F)c2)o1)N1CCN(c2ccccn2)CC1,-8.4,i,i,i,i,i,i,i,i,i,i
Cc1ccc(CCNC(=O)CCS(=O)(=O)c2ccc3c(c2)oc(=O)n3C)cc1,-5.6,i,i,i,i,i,i,i,i,i,i
COc1ccc(NC(=S)NCCc2c[nH]c3ccc(OC)cc23)c(OC)c1,-3.1,i,i,i,i,i,i,i,i,i,i
Cc1ccc(-c2nc(N/N=C/c3ccncc3)c3ccccc3n2)cc1,/,/,i,/,i,i,/,/,i,i,/
CCO[C@@H]1OC(C(=O)NCc2ccccc2)=C[C@H](c2cn(C(C)=O)c3ccccc23)[C@H]1CCCO,-5.2,i,i,i,i,i,i,i,i,i,i
COc1cc2ccccc2cc1C(=O)NCc1ccncc1,-7.1,i,i,i,i,i,i,i,i,i,i
C#Cc1ccc([C@@H]2C=C(C(=O)OCC=C)O[C@H](OCCCCO)C2)cc1,-6.2,i,i,i,i,i,i,i,i,i,i
Nc1nc(SCC(=O)c2ccc([N+](=O)[O-])cc2)n[nH]1,-18.2,i,i,i,i,i,i,i,i,i,i
CCN(CC(=O)Nc1ccc2c(c1)OCCO2)C(=O)C(C)Oc1ccc(Cl)cc1 (stereo not drawn),-9.9,i,i,i,i,i,i,i,i,i,i
O=c1cc(-c2ccccc2)[nH]n1-c1nc2ccccc2s1,-6.2,i,i,i,i,i,i,i,i,i,i
Cc1nn(C)c(C(=O)NC(=S)Nc2ccccc2Br)c1Cl,16.9*,22*,i,i,i,i,i,i,i,-6.68*,i
O=C(Nc1nccs1)c1ccccn1,-19.7,i,i,i,i,i,i,i,i,i,i
Cn1c(SCC(=O)Nc2ccccc2F)nnc1-c1ccc(S(=O)(=O)N2CCOCC2)cc1,-4.9,i,i,i,i,i,i,i,i,i,i
Cc1ccc(OCCCc2c(C)n[nH]c2C)cc1,-9.3,i,i,i,i,i,i,i,i,i,i
Cn1cc(Br)cc2nc(C(F)(F)F)nc1-2,-4.2,i,i,i,i,i,i,i,i,i,i
O=C(Nc1c(Cl)cccc1Cl)C1CCN(C(=O)c2cccs2)CC1,-5.6,i,i,i,i,i,i,i,i,i,i
CCOc1ccccc1N1CCN(C(=O)c2ccncc2)CC1,0.8,i,i,i,i,i,i,i,i,i,i
O=C(c1ccco1)N1CCC(c2nc3c(nnn3Cc3ccc(F)cc3)c(=O)[nH]2)CC1,-6.7,i,i,i,i,i,i,i,i,i,i
COc1ccc(OC)c(NC(=O)C2CCCN(S(=O)(=O)c3ccc(-n4cnnn4)cc3)C2)c1 (stereo not drawn),-1.1,i,i,i,i,i,i,i,i,i,i

# New compounds follow:
SMILES,hERG protect,KCNQ1 act,KCNK3 inh,KCNQ1 inh,ANO1 block,MrgX1 PAM,KCNK9 inh,RGS4 block,MrgX1 ag,TMEM16A act,RGS4 act
C=CCSc1nnc(-c2cc(C(C)(C)C)nn2Cc2ccc(F)cc2)n1C,-2.4,i,i,i,i,i,i,i,i,i,i
O=C1CCc2cc(S(=O)(=O)NC(Cc3ccccc3)C(=O)NC3CCCC3)ccc2N1 (stereo not drawn),1.8,i,i,i,i,i,i,i,i,i,i
CC1(C)Cc2c(sc3nc(SCC(=O)O)nc(N)c23)CO1,-6.2,i,i,i,i,i,i,i,i,i,i
CCC[C@@H](CN[C@@H](CNC)[C@H](C)CC)NCC1CCC(C(C)(C)C)CC1 (stereo partly drawn),-11.5,i,i,i,i,i,i,i,i,i,i
O=c1[nH]c(SCc2ccccc2)nc2ccsc12,-6.6,i,i,i,i,i,i,i,i,i,i
CN(C)c1ccc(CN2CCCCCC2)cc1,-16.8,i,i,i,i,i,i,i,i,i,i
CC(C)CC(NC(=O)C1CCC(C)CC1)C(=O)Nc1ccccn1 (stereo not drawn),-4.3,i,i,i,i,i,i,i,i,i,i
CC(C)(C)c1ccc(C(=O)NCC(=O)O)cc1,-8.2,i,i,i,i,i,i,i,i,i,i
NNC(=O)C1CCN(S(=O)(=O)c2ccc(Cl)cc2)CC1,-2.4,i,i,i,i,i,i,i,i,i,i
S=c1[nH]nc(-c2ccc(Cl)cc2Cl)n1-c1ccc(Cl)cc1,-9.4,i,i,i,i,i,i,i,i,i,i
C=C(C)Cn1c(N2CC(C)CC(C)C2)nc2c1c(=O)[nH]c(=O)n2C (stereo not drawn),-11.4,i,i,i,i,i,i,i,i,i,i
COCCN(C(=O)c1snc(C(N)=O)c1N)C(C(=O)NC1CCCCC1)c1cc(OC)c(OC)c(OC)c1 (stereo not drawn),-5.5,i,i,i,i,i,i,i,i,i,i
CSc1ncccc1C(=O)OCC(=O)NC(C)C,-5.9,i,i,i,i,i,i,i,i,i,i
COc1ccc(-c2nnn(CCc3nn[nH]n3)n2)cc1OC,-3.3,i,i,i,i,i,i,i,i,i,i
O=C(CN1CCOc2ccccc21)NCc1ccccc1,-6.5,i,i,i,i,i,i,i,i,i,i
Cc1cc2ncn(CCOc3ccccc3C#N)c2cc1C,-9.7,i,i,i,i,i,i,i,i,i,i
Cc1c(NC(=O)CS(=O)(=O)c2ccccc2)c(=O)n(-c2ccccc2)n1C,-17.4,i,i,i,i,i,i,i,i,i,i
COc1cccc(NC(=O)Cn2cnc3c(oc4nc5c(cc43)CCCC5)c2=O)c1,-3.5,i,i,i,i,i,i,i,i,i,i
